Screening results deposited in PubChem BioAssay by Sanford-Burnham Center for Chemical Genomics.
Mdm2 MdmX PPI = disrupts the human Mdm2-MdmX interaction. O15151+Q00987. inhibition, % at 8 µM. SaOS-2 split-luciferase Mdm2/MdmX complementation, luminescence. AID 485346. hit rate 3% among 330,000;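 active = inhibition of at least 50% at 8 µM in the primary screen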
UPR XBP1 act = activators of adaptive arm of unfolded protein response (XBP1); CHO-XBP1 luciferase reporter, IRE1-XBP1 UPR activation, luminescence; percent of tunicamycin response, DMSO as zero; activation, % at 20 µM; hit rate 0.33% among 330,000; AID 463104;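 active = versus positive control, 20 µM dose yields 30% or more activation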;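 note: 100% = tunicamycin at 10 µg/mL and 0% = DMSO only wells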
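Signal: luciferase luminescence; Assay system: CHO-XBP1 luciferase reporter cells; Amount: one thousand reporter cells per well; Dosing: 20 µM single concentration, DMSO 1%; Benchmarks: high control tunicamycin 10 µg/mL final, low control DMSO vehicle only; Schedule: 6 h compound exposure at 37 °C, 5% CO2; Evaluation: percent activation relative to tunicamycin reference.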
Jurkat NFkB inh = lowers PMA/ionomycin-induced NF-kB signal in Jurkat cells | PMA/ionomycin-induced NF-kB luciferase reporter, luminescence | inhibition, % at 4 µM | hit rate 0.53% among 330,000 | AID 435003; in the data active = inhibition above about 50%
697 NFkB inh = inhibitors of the PMA/ionomycin-induced NF-kB reporter in 697 B cells | AID 435022 | inhibition, % at 4 µM | hit rate 0.33% among 330,000 | 697 B-cell NF-kB luciferase reporter, 16 h; in the data active = inhibition above about 35%
APJ antagonist = blocks the human apelin receptor APJ; hit rate 0.32% among 330,000; inhibition, % at 20 µM; CHO-K1 APJ beta-arrestin complementation, luminescence; P35414;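 active = inhibition above about 40% at 20 µM, limit read from the data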;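 note: cells challenged with 10 nM apelin-13 agonist together with compound; plate controls were apelin-13 plus DMSO wells for no effect and DMSO wells lacking apelin-13 for full effect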
Target sequence (P35414 whole entry, looked up): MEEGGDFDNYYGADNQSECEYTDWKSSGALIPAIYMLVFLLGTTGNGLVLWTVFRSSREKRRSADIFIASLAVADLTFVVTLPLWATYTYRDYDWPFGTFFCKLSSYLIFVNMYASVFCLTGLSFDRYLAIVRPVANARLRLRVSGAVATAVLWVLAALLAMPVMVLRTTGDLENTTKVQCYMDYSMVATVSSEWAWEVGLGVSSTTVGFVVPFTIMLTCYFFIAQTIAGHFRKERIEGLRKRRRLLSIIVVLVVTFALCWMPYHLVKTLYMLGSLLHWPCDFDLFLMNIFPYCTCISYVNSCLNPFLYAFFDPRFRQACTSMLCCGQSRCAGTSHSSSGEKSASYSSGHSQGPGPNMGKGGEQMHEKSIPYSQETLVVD
APJ ag = APJ receptor agonism; P35414; CHO-K1 APJ PathHunter beta-arrestin, luminescence; 0% DMSO wells, 100% apelin; activation, % at 20 µM; hit rate 0.11% among 330,000; AID 2520;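 active = activation more than six SD over the plate average, tested at 20 µM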;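 note: 0% = DMSO alone and 100% = apelin-13 at 10 nM; some results filed as inactive read as strong as hits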
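Incubation: overnight seeding, 90 min compound at 25 °C, 1 h detection; test system: PathHunter CHO-K1 APJ (AGTRL-1) beta-arrestin reporter cells; amount: 1000 cells/well; doses: one dose, 20 µM compound, 1% DMSO; measured by: beta-gal luminescence; measure: agonist-driven arrestin binding to APJ; benchmarks: negative DMSO alone, positive Apelin-13 at 10 nM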
tim23-1 inh = growth inhibitors of tim23-1 mutant yeast; S. cerevisiae tim23-1 growth, BacTiter-Glo luminescence, 24 h; inhibition, % at 20 µM; hit rate 1.3% among 330,000; AID 463212;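 active = growth inhibition of the mutant yeast at or above 50%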;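 note: temperature-sensitive mutant grown at 25 °C; plate controls were DMSO-treated mutant yeast for no effect and medium wells lacking yeast for full effect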
UPR CHOP act = apoptotic UPR (CHOP) activation | CHO-CHOP luciferase reporter, luminescence; percent of tunicamycin response over DMSO baseline | activation, % at 10 µM | hit rate 0.34% among 330,000;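 active = at 10 µM dose, activation of 40% or more, normalized to positive control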;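 note: 100% = tunicamycin at 10 µg/mL and 0% = DMSO alone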
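System: CHO CHOP reporter cells. Amount: 500 cells per well. Buffer or medium: F12 medium, 10% FBS. Compound dosing: one dose, 10 µM in 0.5% DMSO. Incubation: 6 h compound exposure at 37 °C after overnight seeding. Technique: Steady-Glo luciferase luminescence. Benchmarks: tunicamycin and DMSO controls.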
An asterisk follows results filed as active.

Screens by letter – A = Mdm2 MdmX PPI; B = UPR XBP1 act; C = Jurkat NFkB inh; D = 697 NFkB inh; E = APJ antagonist; F = APJ ag; G = tim23-1 inh; H = UPR CHOP act
> CN(CC(=O)Nc1ccccc1F)S(=O)(=O)c1ccc2c(c1)n(C)c(=O)c(=O)n2C
  A: 17	B: 1	C: 5	D: 15	E: -20	F: -4	G: 0	H: 2.8

> CNc1nc(OCC(F)(F)F)nc(N2CCOCC2)n1
  A: -5	B: 1	C: -5	D: 1	E: 18	F: -3	G: -4	H: -2.2

> N#Cc1ccc(CN2CCN(CC(=O)NCCc3ccc(Cl)cc3Cl)CC2)cc1
  A: 7	B: -2	C: 1	D: 1	E: 5	F: 1	G: 11	H: -0.9

> O=C(CCc1nnc(COc2ccccc2)o1)NCc1ccccc1C(F)(F)F
  A: -1	B: -1	C: -20	D: 6	E: 8	F: -1	G: 16	H: 1.3

> CN(C)c1nc2c(c(=O)[nH]c(=O)n2C)n1CCOc1ccccc1
  A: 13	B: -1	C: 7	D: -10	E: -20	F: -1	G: 0	H: -0.1

> Cn1c(CCNC(=O)OC(C)(C)C)n[nH]c1=S
  A: 6	B: -1	C: 5	D: 9	E: -17	F: 3	G: 9	H: 0.3

> CC(C)NC(=O)CC1(C(=O)NCc2ccc(Cl)cc2)CCCC1
  A: -3	B: -5	C: -23	D: -2	E: -2	F: -2	G: 6	H: -0.8

> CN(CC(=O)Nc1ccccc1F)CC(=O)Nc1ccccc1Br
  A: 25	B: -4	C: 1	D: 9	E: 2	F: -2	G: 12	H: -0.9

> Cc1ccc(NC(=O)CSc2nnc(-c3cccs3)o2)cc1S(=O)(=O)N(C)C
  A: -47	B: 2	C: -75	D: -32	E: 4	F: -4	G: 7	H: 1.2

> COc1ccc(N2CCN(C3CCCN(Cc4ccc(F)c(F)c4)C3)CC2)cc1 (stereo not given)
  A: -11	B: -3	C: 11	D: 9	E: 15	F: -4	G: -2	H: 0.6

> O=C(Nc1ccnn1C1CCN(C2CCC2)CC1)c1cccc(F)c1
  A: 16	B: 2	C: 14	D: 3	E: 14	F: -1	G: 13	H: 1.0

> O=C(CCN1C(=O)c2ccc([N+](=O)[O-])cc2C1=O)Nc1ccccc1C(=O)O
  A: 11	B: -3	C: -19	D: -2	E: -52	F: 3	G: 6	H: -1.1

> COC(C[C@@H](O)C[C@H](O)[C@H](C)OCc1ccccc1)OC
  A: -23	B: -4	C: -11	D: 4	E: 3	F: -2	G: 5	H: 2.1

> Cc1ccc(CNC(=O)c2ccc(N3CCC4(CC3)CC(c3cccc(Br)c3)=NO4)c(NC(=O)c3c(Cl)cccc3Cl)c2)cc1
  A: -19	B: 0	C: 14	D: 12	E: -5	F: 6	G: -6	H: -0.3

> CCCNC(=O)c1ccccc1NC(=O)c1ccccc1N(C)S(C)(=O)=O
  A: 7	B: -2	C: -4	D: -2	E: -21	F: 2	G: 5	H: 0.9

> COc1cc(C(=O)N=c2sc3c(C)ccc(OC)c3n2C)cc(OC)c1OC
  A: 12	B: 15	C: 28	D: -49	E: -13	F: -1	G: 14	H: 6.2

> Cc1cccc(C)c1NC(=O)C1(NC(=O)C2CCCN2C(=O)OC(C)(C)C)CCCCC1 (stereo not given)
  A: 8	B: -1	C: 19	D: -7	E: 14	F: -3	G: 31	H: -2.2

> CN1C(=O)CC(C(=O)O)SC1=Nc1ccc(F)cc1 (stereo not given)
  A: 8	B: 0	C: -11	D: 3	E: 9	F: -5	G: 5	H: 0.6

> COc1cccc2cc(-c3cn4cccc(C)c4n3)c(=O)oc12
  A: -50	B: 1	C: -82	D: -89	E: -16	F: -4	G: -28	H: 1.4

> COC(=O)c1ccc(C23CC4(C2)[C@H](CN(Cc2ccc(C(F)(F)F)cc2)[C@@H]4c2ccccc2)C3c2ccc(Cl)nc2)cc1 (stereo not given in full)
  A: 6	B: -5	C: 1	D: 18	E: 9	F: -6	G: 14	H: -1.8

> Nc1ccccc1NC(=O)c1ccccc1N
  A: -14	B: 0	C: -16	D: -2	E: -4	F: -1	G: 5	H: 2.4

> COc1ccc(C2C(C(=O)Nc3ccccc3)=C(C)Nc3nc(CCCO)nn32)cc1 (stereo not given)
  A: -33	B: 2	C: -2	D: 23	E: 16	F: -2	G: 12	H: 0.9

> NC(=O)c1cc(NC(=O)CCCc2nc3ccccc3s2)cc(C(N)=O)c1
  A: -21	B: -4	C: 9	D: 4	E: 6	F: -1	G: 6	H: 1.1

> Cc1oc(-c2ccccc2F)nc1CS(=O)(=O)CC(=O)NCc1ccco1
  A: 25	B: -2	C: 6	D: 7	E: -12	F: 2	G: 12	H: 0.8

> CCS(=O)(=O)N1CCC(C(=O)NCCN2CCN(Cc3ccccc3)CC2)CC1
  A: 19	B: -2	C: -4	D: -5	E: -11	F: 1	G: 8	H: -0.8

> CCOP(=O)(OCC)C(Nc1ccc(OC)cc1)c1ccco1 (stereo not given)
  A: 25	B: 1	C: 1	D: 5	E: -1	F: -1	G: 12	H: 0.5

> CC(=O)c1cn(N2CCCCC2)c(=O)[nH]c1=O
  A: 2	B: -1	C: -5	D: -4	E: 12	F: -4	G: -2	H: -0.6

> CC(=O)N1CCn2c3ccc(C)cc3c3cccc1c32
  A: -3	B: 2	C: -10	D: -4	E: -10	F: 0	G: 27	H: 15

> CC(O)C(NS(=O)(=O)c1ccc(Cl)cc1)C(=O)OCC(=O)N1CCN(c2ccccc2)CC1 (stereo not given)
  A: -1	B: -2	C: 4	D: 10	E: 3	F: -2	G: 5	H: 2.1

> Fc1ccc(N=c2ssnc2Cl)c(F)c1
  A: -10	B: -4	C: -4	D: 0	E: 18	F: -5	G: 42	H: 1.8

> Cc1ccc(NC(=O)COC(=O)c2oc3ccccc3c2C)cc1S(=O)(=O)N1CCOCC1
  A: -18	B: -3	C: 15	D: -12	E: 1	F: -1	G: 18	H: -0.3

> Cc1[nH]c(=O)[nH]c(=S)c1C(=O)Nc1ccc(Cl)c(Cl)c1
  A: -17	B: 0	C: 1	D: -6	E: 6	F: 6	G: 4	H: -0.1

> COc1ccc(N2CCN(C(=O)Cn3cnc4c(cnn4-c4ccccc4)c3=O)CC2)cc1
  A: 19	B: -2	C: 10	D: -2	E: 4	F: 5	G: -24	H: 0.1

> Cc1ccc(C(=O)N2CCN(c3cccc(Cl)c3)CC2)cc1C
  A: 41	B: 0	C: 18	D: -13	E: 11	F: -1	G: 34	H: 0.9

> O=C(Cc1ccc([N+](=O)[O-])cc1)NC(C(=O)O)C(O)c1cccc([N+](=O)[O-])c1 (stereo not given)
  A: 17	B: -5	C: 3	D: 11	E: 5	F: 1	G: -1	H: 1.2

> COc1ccc(Sc2ccc(-c3nc4cnccn4c3NC3CCCCC3)cc2OC)cc1
  A: 85*	B: 4	C: -5	D: -20	E: -9	F: 0	G: 21	H: 10

> Cc1ccc(NC(=O)CSc2nc3ccccc3c3nc(CCc4c(C)n[nH]c4C)nn23)cc1F
  A: 37	B: 28	C: 2	D: 9	E: -6	F: 3	G: -6	H: 3.1

> COc1ccccc1NC(=O)COC(=O)CNC(=O)C1CCCCC1
  A: 1	B: -1	C: 14	D: 18	E: 14	F: -1	G: 1	H: 0.7

> Cc1csc2nc(O)c(C(=O)NCC3CCCO3)c(=O)n12 (stereo not given)
  A: -3	B: -5	C: -1	D: 19	E: 20	F: -4	G: 30	H: -1.4

> COc1ccc(C(=O)Nc2nnc(-c3ccccc3)s2)cc1
  A: 17	B: -5	C: -81	D: -48	E: -24	F: -3	G: 1	H: 4.6

> COc1ccc(NC(=O)COC(=O)CC23CC4CC(CC(C4)C2)C3)c([N+](=O)[O-])c1
  A: 10	B: -1	C: -11	D: -12	E: -23	F: 0	G: 19	H: -2.8

> O=C(O)CCN(Cc1ccccc1)S(=O)(=O)c1ccc(Cl)cc1F
  A: 21	B: -3	C: 5	D: 16	E: -12	F: -2	G: 6	H: 0.1

> CCOc1ccccc1NC(=O)c1cc(C(=O)Nc2ccccc2OCC)cc(N2C(=O)CCC2=O)c1
  A: -14	B: 4	C: 16	D: 8	E: -1	F: -2	G: 15	H: 0.8

> COc1ccccc1NC(=O)CC1C(=O)Nc2ccccc2N1C(=O)c1ccccc1 (stereo not given)
  A: -11	B: -2	C: -5	D: 13	E: 15	F: -5	G: 7	H: -0.8

> CCOc1ccccc1CNS(=O)(=O)c1ccc2c(c1)C(C)(C)C(=O)N2C
  A: 7	B: -3	C: 10	D: 2	E: 17	F: 7	G: 18	H: -0.2

> Clc1ncccc1OCc1ccccc1
  A: 17	B: 5	C: -16	D: -23	E: 20	F: -5	G: 0	H: 5.4

> O=C(OC(C(=O)NC1CCCCC1)c1ccccc1)c1ccco1 (stereo not given)
  A: -1	B: 0	C: -7	D: -1	E: 11	F: -1	G: -32	H: -2.9

> Cc1ccc(S(=O)(=O)Cn2nnnc2C(C(C)C)N2CCSCC2)cc1 (stereo not given)
  A: -18	B: -5	C: -3	D: -6	E: 11	F: -8	G: 24	H: -0.4

> COc1ccc(Cl)cc1C(=O)Nc1nnn(C)n1
  A: 7	B: -1	C: -8	D: 16	E: -1	F: 1	G: 12	H: -1.7

> Cc1nc(NCC(c2ccccc2)N(C)C)c2c(C)c(C)sc2n1 (stereo not given)
  A: 17	B: -2	C: -5	D: -14	E: -19	F: -1	G: 8	H: 0.9
